# High-throughput results as filed in PubChem.
# AmpC inh det = blocks E. coli AmpC beta-lactamase in presence of detergent; P00811; purified AmpC, nitrocefin hydrolysis with detergent; Potency, µM (doses to about 28.7 µM), for inactives: top-dose activity change, negative = inhibition; 71,000 compounds, 0.09% hits; AID 584; active means well fitted curve in the direction sought with a large enough effect
# Target sequence (P00811 whole entry, looked up): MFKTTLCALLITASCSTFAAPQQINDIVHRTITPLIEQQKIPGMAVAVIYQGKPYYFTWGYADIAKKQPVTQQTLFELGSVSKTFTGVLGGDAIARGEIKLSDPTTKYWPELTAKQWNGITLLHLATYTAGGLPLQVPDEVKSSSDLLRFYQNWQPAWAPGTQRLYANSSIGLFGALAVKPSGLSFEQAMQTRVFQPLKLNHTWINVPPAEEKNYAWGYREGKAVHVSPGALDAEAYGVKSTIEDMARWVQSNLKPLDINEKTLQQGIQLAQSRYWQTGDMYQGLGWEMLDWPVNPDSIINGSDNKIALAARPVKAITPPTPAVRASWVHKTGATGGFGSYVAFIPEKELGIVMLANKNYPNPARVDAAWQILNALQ
#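 E. coli AmpC (5.3 nM) in 20 mM phosphate pH 7.0 with 0.01% Triton X-100, preincubated 15 min RT with compound; nitrocefin (2 uL of 800 uM stock) hydrolysis followed by 480 nm absorbance every 20 s over 4 min.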
# Numbers without * were called inactive; [ ] = dose if it differs, or a comment. On the % scale 0 is the no-effect control and ±100 the full control effect; potency means the concentration at half of the fitted maximal effect. These rows are one share of the data (hit frequency here may not be typical).
SMILES,AmpC inh det
CCc1nc(N2CCOCC2)c(C#N)c2c1COC(C)(C)C2,-3%
Cc1ccc(-n2c(-c3ccncc3)nnc2-c2ccco2)cc1,2%
CCOC(=O)c1c(C)[nH]c(C)c1C(=O)CSc1nnnn1-c1ccccc1,0%
CC(C)CN(C(=O)COC(=O)Cc1n[nH]c(=O)c2ccccc12)C1CCS(=O)(=O)C1 (stereo not given),-2%
COc1cc2c(cc1OC)-c1cc3ccc(OC)c(OC)c3c[n+]1CC2,0%[12.8 µM]
CCc1nnc(NC(=O)c2cccs2)s1,14%
Cc1cc(N2CCN(C(=O)c3ccco3)CC2)n2nc(C)c(-c3ccc(Cl)cc3)c2n1,1%
CN1C(=O)CC(C(=O)Nc2ccc(F)cc2)SC1=Nc1ccc2c(c1)OCO2 (stereo not given),-1%
Cc1cccc(N2CCN(C(=O)c3cc4n(n3)C(C(F)(F)F)CC(c3ccco3)N4)CC2)c1C (stereo not given),-8%
Cn1ccnc1C(=O)c1cc(=O)c2ccccc2o1,1%
CCOC(=O)CNC(=O)c1nn(-c2cccc(OC)c2)c(=O)c2ccccc12,-5%
N#CC(C#N)=c1ccc2c(c1)NC1(CCCCC1)N=2,-5%
CCOC(=O)c1nn(-c2ccccc2C)c(=O)c(C#N)c1C,-1%
CCn1c(C)c(C(=O)O)c2cc(OC)ccc21,1%
CCN(C(=O)CN1CCN(c2ccccc2)CC1)c1c(N)n(Cc2ccccc2)c(=O)[nH]c1=O,-4%
CCOC(=O)C1CCN(c2cc(=O)n(C3CCCCC3)c(=O)[nH]2)CC1,-2%
N#CC1=C(N)Oc2n[nH]c(-c3cccs3)c2C1c1ccco1 (stereo not given),-8%
CC1S/C(=C(\C#N)C(=O)NCc2ccco2)N(Cc2ccco2)C1=O (stereo not given),-2%
COc1ccc(OC)c(C2C(C(=O)Nc3ccc(F)cc3)=C(C)Nc3nc(CCCO)nn32)c1 (stereo not given),10%
CN(C)c1ncc2nc(-c3cn(C)c4ccccc34)c(=O)n(C[C@H]3CCCO3)c2n1,1%
Cc1nn(Cc2ccccc2)c2c1C(c1ccco1)C(C#N)=C(N)O2 (stereo not given),6%
COCCn1cnnc1SCC(=O)c1ccc(S(=O)(=O)N2CCCC2)cc1,-5%
CSc1cccc(NC(=O)Nc2ccccc2)c1,27%
O=C1c2ccccc2NC(c2cnc3ccccc3n2)N1O (stereo not given),15%
CC(=NCc1cccnc1)c1c(O)n(Cc2ccccc2)c(=O)[nH]c1=O,8%

# Further records follow.
SMILES,AmpC inh det
CCN(CC)CCNC(=O)Cn1nc(Cc2cccnc2)c2ccccc2c1=O,12%
O=c1c(-c2cccs2)nc2cnc(N3CCNCC3)nc2n1CCc1ccccc1,-2%
CCCCOc1ccc(C(O)(CCC)CCN2CCOCC2)cc1 (stereo not given),-1%
C=C(C)Cn1c(SCCCO)nc2c1c(=O)[nH]c(=O)n2C,12%
CCC(Sc1ncccc1C(=O)O)C(=O)N1CCCC1 (stereo not given),-2%
NC(N)=NCCN1CCCCCCC1,-2%[12.8 µM]
CN(C)Cc1ccccc1-c1cncnc1Nc1ccccc1,8%
CCCCNc1nc(C)nc2c1nc(-c1ccccc1)n2CCCN1CCCCC1C (stereo not given),7%
CCN(CCCNC(=O)C1CCN(S(=O)(=O)CC)CC1)c1cccc(C)c1,-2%
CCc1ccc(NC(=O)N(CCCOC(C)C)C2CCN(C(C)=O)CC2)cc1,-1%
Cc1cccc2cc(CN(Cc3ccc4c(c3)OCO4)Cc3nnnn3C3CCCC3)c(=O)[nH]c12,0%
Clc1ccc(-c2nnc(-c3cccc4ccccc34)o2)cc1Cl,-4%[5.75 µM]
Cc1csc(NC(=O)c2ccc(C)c(S(=O)(=O)N3CCCCC3)c2)n1,-2%
CSCC[C@H](NC(=O)OC(C)(C)C)C(=O)N1CCC(C(=O)N[C@@H](C)C(=O)O)CC1,-1%
CC(=O)c1ccc(OC(=O)C2CC(=O)N(c3cccc(C)c3)C2)cc1 (stereo not given),-11%
Fc1ccc(C(OCCCc2cnc[nH]2)c2ccc(F)cc2)cc1,-5%
COc1ccc(C2C(C(=O)N3CCN(c4ccccc4)CC3)c3ccccc3C(=O)N2C)cc1OC (stereo not given),-2%
COc1ccc(-n2c(=O)c(C)nc3cnc(N4CCNCC4)nc32)cc1,-3%
CCOc1ccc(C(=O)Nc2ccc(N3CCN(C)CC3)cc2)cc1Br,-3%
N#CC1=C(N)Oc2n[nH]c(-c3cccs3)c2C1c1cccs1 (stereo not given),-7%
CSc1nnc2c3cc(C)ccc3n(Cc3ccccc3)c2n1,-6%
FC(F)(F)c1cnc2c(c1)Nc1ccccc1S2,1%
O=C(CCN1CCc2ccccc2C1)Nc1cccc(F)c1,-5%
CCc1cc2cc(C)cc(C)c2nc1SCC(=O)N1CCN(C(=O)c2ccco2)CC1,20%
CC(C)(C)NCCCCOc1ccccc1F,2%

# The last 2 records of the part above open the next one:
SMILES,AmpC inh det
CCc1cc2cc(C)cc(C)c2nc1SCC(=O)N1CCN(C(=O)c2ccco2)CC1,20%
CC(C)(C)NCCCCOc1ccccc1F,2%
COc1cc(C(=O)Nc2ccc(NC(=O)C(C)C)nc2)cc(OC)c1OC,-3%
CSc1ccc(CN2CCC(O)CC2)cc1,-2%
COCCNC(=O)C1CC(=O)N(CCc2ccccc2)C1 (stereo not given),-1%
CCC(CO)NCCNC(CC)CO (stereo not given),-1%
CCCOC(=O)Nc1cc(OC)c(Cl)cc1OC,-5%
Cc1nnc(NC(=O)C2(c3ccccc3)CCOCC2)s1,-6%
Cc1ccc2c(c1)N(CC(=O)NC1CCCCC1C)C(=O)CO2 (stereo not given),-4%
c1cc2[nH]snc2c2nc(C3CC3)nc12,11%
COc1ccc(OC)c(S(=O)(=O)NCCc2cn3ccsc3n2)c1,6%
O=C(COC(=O)C1=COCCO1)Nc1ncc(C(F)(F)F)cc1Cl,-2%
COC(=O)NC1(C(F)(F)F)NC(=O)N(C2CCCCC2)C1=O (stereo not given),-2%
Oc1c(C(c2ccccc2)N2CCc3ccccc3C2)sc2ncnn12 (stereo not given),12%
Cc1cc(C(=O)CN2C(=O)c3ccccc3S2(=O)=O)c(C)n1-c1ccccc1,-1%
CCOC(=O)c1ccc(NS(=O)(=O)CC)cc1,-4%
O=C(CCn1nnc(-c2cccs2)n1)NC1CCCCC1,-1%
COCCNc1nc(-c2ccccc2C(F)(F)F)nc2ccccc12,9%
C=C1[C@@H]2C[C@@]3([C@H]1O)[C@H]1C[C@@H]4[C@@]5(C)CC[C@H](O)[C@]4([C@H]1N(CC)C5)[C@H]3C[C@H]2O,1%[12.8 µM]
O=C(CCS(=O)(=O)Cc1ccccc1)NCc1ccco1,-6%
C=CCOC(=O)C1=C(C)NC(SCC(=O)NC(=O)OCC)=C(C#N)C1c1cccnc1 (stereo not given),-1%
CCN1C[C@@]2(COC)CC[C@H](O)[C@@]34[C@@H]2C[C@@H]([C@@H]13)[C@]1(O)C[C@@H](OC)C2C[C@H]4[C@H]1[C@H]2OC(C)=O,-6%[12.8 µM]
COc1cccc(NC(=O)C2CC(=O)N=C(N)S2)c1 (stereo not given),-6%
CCc1ccc(Nc2cc(C)nc3nc(C)nn23)cc1,5%
O=C(Oc1cccc(N2C(=O)CCC2=O)c1)C1CC(=O)N(c2ccc(Br)cc2)C1 (stereo not given),1%
O=c1c(-c2ccc(F)cc2)nc2cnc(Nc3ccccc3)nc2n1C[C@H]1CCCO1,-1%
Cn1c(=O)oc2cc(S(=O)(=O)N3CCN(c4cccc(Cl)c4)CC3)ccc21,-2%

# Other entries
SMILES,AmpC inh det
O=C(CNC(=O)c1ccco1)OC(C(=O)c1ccccc1)c1ccccc1 (stereo not given),12%
O=S1(=O)N=C(N2CCc3ccccc3C2)c2ccccc21,1%
O=c1c2c3c(sc2nc2sc(C4CC4)nn12)CCCC3,-1%
COCCCNC(=O)C1CC(=O)N(C2CCCC2)C1 (stereo not given),-2%
O=C(COc1ccc(-n2cnnn2)cc1)N1CCN(c2ccc(F)cc2)CC1,-3%
CCCC(=O)Nc1nc(C(=O)OCC)cs1,-3%
CC(C)CCOCC(=O)Nc1cccc(C(=O)O)c1,-5%
COc1ccc(C2C=C(c3ccccc3)Nc3nc(CCCO)nn32)cc1 (stereo not given),0%
COc1cccc(NC(=O)C2C3CC4OC(=O)C2C4C3)c1 (stereo not given),-6%
O=C(O[C@@H](C(=O)O)[C@@H](OC(=O)c1ccccc1)C(=O)O)c1ccccc1,9%
COC(=O)c1cc(NC(=O)CC2SCCNC2=O)cc(C(=O)OC)c1 (stereo not given),-5%
Cc1cc(C(=O)COC(=O)c2n[nH]c3ccccc23)c(C)n1C,1%
COc1cccc(-c2nnc(SCC(=O)N(C(C)C)C(C)C)o2)c1,5%
COc1ccccc1CN1CC[C@@]2(CCCN(C(=O)c3cccc(F)c3)C2)C1,2%
CC(NC(=O)c1cccc(F)c1)C(c1cccs1)N1CCN(C)CC1 (stereo not given),13%
CCCNC(=O)c1c(N)n(-c2cc(OC)cc(OC)c2)c2nc3ccccc3nc12,-5%
CNc1nnc(-c2ccncc2)s1,20%
CCCc1cc(=O)[nH]c(SCC(=O)N(C)C2CCS(=O)(=O)C2)n1 (stereo not given),2%
COCC(=O)N(Cc1cc2ccc(C)cc2[nH]c1=O)c1ccc(OC)cc1,14%
O=C1c2cccc(O)c2C(=O)c2c(O)cccc21,6%
COC(=O)c1cnn2c3c(c(C)nc12)CCCC3,-1%
O=C(CSc1nnc(Cc2ccccc2)o1)NC1CCCCC1,-4%
COc1ccc(OC)c2[nH]c(=O)c(CCNS(=O)(=O)c3ccc(Cl)cc3)cc12,-2%
COc1ccc(-c2nc(C(=O)N3CCN(C)CC3)sc2-c2ccc(OC)cc2)cc1,-5%
Cc1csc(SCC(=O)c2ccc(S(=O)(=O)N3CCOCC3)cc2)n1,-2%

# Seven of these compounds in another layout.
SMILES	AmpC inh det
COc1cccc(NC(=O)C2C3CC4OC(=O)C2C4C3)c1 (stereo not given)	-6%
COCCCNC(=O)C1CC(=O)N(C2CCCC2)C1 (stereo not given)	-2%
CC(C)CCOCC(=O)Nc1cccc(C(=O)O)c1	-5%
O=C1c2cccc(O)c2C(=O)c2c(O)cccc21	6%
COc1cccc(-c2nnc(SCC(=O)N(C(C)C)C(C)C)o2)c1	5%
O=C(CNC(=O)c1ccco1)OC(C(=O)c1ccccc1)c1ccccc1 (stereo not given)	12%
Cc1csc(SCC(=O)c2ccc(S(=O)(=O)N3CCOCC3)cc2)n1	-2%

# The listing picks up, repeating the three entries before the break.
SMILES,AmpC inh det
COc1ccc(OC)c2[nH]c(=O)c(CCNS(=O)(=O)c3ccc(Cl)cc3)cc12,-2%
COc1ccc(-c2nc(C(=O)N3CCN(C)CC3)sc2-c2ccc(OC)cc2)cc1,-5%
Cc1csc(SCC(=O)c2ccc(S(=O)(=O)N3CCOCC3)cc2)n1,-2%
Cc1ccc(C)c(N2CCN(C(=O)CC3Sc4ccccc4NC3=O)CC2)c1 (stereo not given),4%
COc1ccc(N(CC(=O)NCc2ccc3c(c2)OCO3)S(=O)(=O)c2c(C)nn(C)c2C)cc1,6%
CC(=O)NNc1ccccc1,6%
CCOC(=O)C1=C(C)Nc2ccccc2N=C1NC(=O)c1cccc(S(=O)(=O)N(C)C)c1,-2%
O=C(NCCSc1ccccc1)c1ccco1,2%
CCN(CC(=O)Nc1ccccc1C(=O)OC)S(=O)(=O)c1ccc(OC)cc1,-2%
COc1cc(OC)cc(C(=O)Nc2ccc(-n3cnnn3)c(C)c2)c1,-5%
CCCCC(=O)Nc1ccc(N2CCN(S(C)(=O)=O)CC2)cc1,0%
O=C(CN1C(=O)NC(Cc2ccccc2)C1=O)Nc1ccccc1 (stereo not given),-12%
CCN(CC)S(=O)(=O)c1cccc(-c2nnc(SCC(=O)NC)n2CCc2ccccc2)c1,0%
Cn1c(C(=O)NCCCN2CCN(c3ccccc3F)CC2)cc2c(=O)[nH]c3ccccc3c21,-6%
Cc1cccc(-n2c(=O)[nH]c3c(C(N)=O)nc(-c4ccccc4Cl)nc32)c1,3%
Cc1nnc(NC(=O)CSc2ccccn2)s1,-3%
CCOC(=O)C(C)Sc1nc2c([nH]c3ccccc32)c(=O)n1C (stereo not given),-4%
CCOc1ccccc1NC(=O)CSc1nnc(CNC(=O)COc2ccc(Cl)cc2)o1,-7%
O=C(COC(=O)C1CC2C=CC1C2)Nc1ccc2c(c1)OC(F)(F)O2 (stereo not given),-2%
COc1ccc(CCNc2oc(Cc3cccc4ccccc34)nc2C#N)cc1OC,12%
COc1ccccc1-c1nnc(NC(=O)c2ccc(S(=O)(=O)N(C)Cc3ccccc3)cc2)o1,-2%
Cc1c(C(=O)N2CCOCC2)[nH]c2ccc(OCc3ccccc3)cc12,-4%
CCCOc1ccccc1Nc1nnc(C)c(=O)[nH]1,-2%
COc1ccc(NC(=O)N2CCC3(CC2)CCN(C(=O)c2cccc(F)c2)CC3)cc1,0%
CCOC(=O)N1CCN(C(=O)c2ccc(CS(=O)(=O)c3c(Cl)cccc3Cl)o2)CC1,10%
Cc1ccc(-c2nnnn2CS(=O)(=O)c2ccccc2)cc1,-4%
O=C(Nc1ccc(Cl)cn1)c1cccc(F)c1,7%
